# MrgX1 antagonist: antagonists of human MrgX1 receptor, primary screen, HEK293 cells, Fluo-4 calcium flux. Mas-related G-protein coupled receptor member X1 (Homo sapiens), Q96LB2. BAM8-22 antagonism; stronger effect = lower value. B-score at 10 µM. 310,000 tested, 1.3% active. AID 588676, 2011;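 active = calcium-response B-score plate-corrected more than 3 library SD below zero, starting fluorescence within 5 deviations, no agonist response on first addition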;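 note: peak minus trough fluorescence over baseline after final BAM8-22 challenge near maximal dose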
# aSyn UTR inh: MLPCN primary screen, SNCA 5' untranslated region | alpha-synuclein 5'UTR reporter, inhibitor activity | inhibition, % (tested at 7.5 µM) | 300,000 tested, 0.82% active; in the data active = inhibition above about 60%;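 note: H4 neuroglioblastoma cells stably carrying SNCA 5'UTR luciferase fusion; 0% = DMSO wells and 100% = positive control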
# TRPC6 inh: mouse TRPC6 channel inhibitors, primary screen, cell-based, HEK293, membrane potential dye; ACh-evoked depolarization; stronger effect = lower value; 310,000 tested, 1.1% active; B-score at 10 µM; AID 2553, 2010; Short transient receptor potential channel 6 (Mus musculus), Q61143;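 active = B-score under library mean minus 3 SD, initial fluorescence not abnormally high, positive integrated signal ratio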;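 note: B-score derived from integrated fluorescence ratio over the kinetic read; more negative B-score means stronger inhibition of depolarization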
# Target sequence (Q61143 whole entry, looked up): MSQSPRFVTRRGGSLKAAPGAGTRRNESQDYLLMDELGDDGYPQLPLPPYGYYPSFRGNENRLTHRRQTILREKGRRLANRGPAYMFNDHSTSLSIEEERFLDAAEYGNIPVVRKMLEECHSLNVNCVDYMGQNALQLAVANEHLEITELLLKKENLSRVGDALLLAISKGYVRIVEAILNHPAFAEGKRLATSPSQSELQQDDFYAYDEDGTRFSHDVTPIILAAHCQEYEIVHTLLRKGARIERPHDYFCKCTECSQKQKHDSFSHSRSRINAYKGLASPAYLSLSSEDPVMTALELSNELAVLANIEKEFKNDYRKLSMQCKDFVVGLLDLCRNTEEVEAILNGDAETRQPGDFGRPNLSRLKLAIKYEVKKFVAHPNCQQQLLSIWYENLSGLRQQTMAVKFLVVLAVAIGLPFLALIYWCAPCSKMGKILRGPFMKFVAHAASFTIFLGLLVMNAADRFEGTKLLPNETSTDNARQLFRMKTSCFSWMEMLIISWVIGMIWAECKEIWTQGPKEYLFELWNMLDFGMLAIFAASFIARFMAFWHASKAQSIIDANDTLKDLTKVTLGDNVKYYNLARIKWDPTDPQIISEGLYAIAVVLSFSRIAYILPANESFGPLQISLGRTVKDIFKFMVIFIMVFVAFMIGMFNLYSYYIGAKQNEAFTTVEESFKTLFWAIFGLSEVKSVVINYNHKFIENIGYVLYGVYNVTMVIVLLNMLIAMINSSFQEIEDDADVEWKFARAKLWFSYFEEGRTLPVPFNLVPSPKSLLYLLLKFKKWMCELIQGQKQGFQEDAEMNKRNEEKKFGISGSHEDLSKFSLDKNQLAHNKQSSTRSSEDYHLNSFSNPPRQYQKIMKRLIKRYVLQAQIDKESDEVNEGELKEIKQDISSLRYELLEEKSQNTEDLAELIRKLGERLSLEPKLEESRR
# TRPC6 act: mouse TRPC6 channel activators, primary screen, cell-based, HEK293, membrane potential dye. HEK293-TRPC6 membrane potential dye fluorescence; stronger effect = higher value. B-score at 10 µM. 310,000 tested, 0.13% active. Short transient receptor potential channel 6 (Mus musculus), Q61143;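 active = B-score of the integrated fluorescence ratio above library mean plus 3 SD, and starting fluorescence ratio within library mean plus 5 SD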;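 note: higher score means more depolarization so channel activation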
# TRPC4 potent: positive allosteric modulators of TRPC4, primary screen, cell-based, mouse TRPC4beta, HEK293 mu-opioid, Fluo-4 calcium. Short transient receptor potential channel 4 (Mus musculus), Q9QUQ5. DAMGO EC20, Fluo-4 Ca2+ flux; stronger effect = higher value. B-score at 10 µM. 310,000 tested, 0.42% active. AID 2227, 2009;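 active = B-score of calcium response area above 5 SD of library B-scores, with initial fluorescence ratio within 5 SD of library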;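 note: B-score of integrated fluorescence ratio over time as area under calcium response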
# IEC-6 cytotox: cytotoxicity in IEC-6 intestinal epithelial cells, primary screen, cytotoxicity control for KLF5 inhibitor project, cell-based, luminescence; 290,000 tested, 0.78% active; IEC-6 cytotoxicity, luminescence viability; inhibition, % at 5 µM; in the data active = inhibition above about 22%;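 note: 0% = plate median of test compound wells and 100% = cytotoxic reference compound wells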
# SKKanGAS inh: S. pyogenes SKKanGAS growth inhibitors in kanamycin, primary screen, streptokinase expression inhibitor project, SKKanGAS strain, BacTiter-Glo luminescence. 6 h. inhibition, % at 7.5 µM. 300,000 tested, 1.3% active. AID 1662, 2009;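 active = mean replicate score, as percent of positive control median, at least 50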;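 note: strain carries kanamycin resistance gene driven by streptokinase promoter and grows in 40 µg/ml kanamycin; loss of luminescence reflects streptokinase promoter inhibition or plain growth inhibition; 0% = median of DMSO wells and 100% = positive control at its reference dose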
# TRPC4 block: inhibitors of mouse TRPC4 channel, primary screen, Fluo4 calcium, HEK293 TRPC4beta/mu-opioid cells; DAMGO-evoked Fluo4 calcium flux; stronger effect = lower value; B-score at 10 µM; Short transient receptor potential channel 4 (Mus musculus), Q9QUQ5; 300,000 tested, 0.39% active;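 active = B-score over 3 SD under the library average, no early fluorescence shift, positive overall ratio signal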
#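 Material: HEK293 cells with stable TRPC4beta plus mu-opioid receptor expression; probe or stimulus: DAMGO in two steps, submaximal then maximal; technique: Fluo4 calcium fluorescence by kinetic imaging, 5 s 1 Hz baseline; measure: integrated fluorescence ratio relative to baseline, converted to per-well B score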
# TRPC4 agonist: activators of mouse TRPC4 channel, primary screen, Fluo4 calcium, HEK293 TRPC4beta/mu-opioid cells; Fluo4 calcium fluorescence; stronger effect = higher value; B-score at 10 µM; 310,000 tested, 0.49% active; AID 2237, 2010;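 active = B-score above 5 SD of library B-scores, and initial fluorescence ratio not above library mean plus 5 SD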;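 note: positive B-score marks a calcium rise read as TRPC4 activation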
#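 Material: HEK293 stable line with TRPC4beta plus mu-opioid receptor; technique: Fluo4 calcium-sensitive dye fluorescence, kinetic, 1 Hz baseline; timing: Fluo4 dye loading 45 min at room temperature, 110 s recording; controls: assay buffer as low control, maximal DAMGO as high control; read-out: integrated baseline-normalised fluorescence ratio, converted to per-well B score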
# KLF5 inh: KLF5 expression inhibitors, primary screen, DLD-1 cells, luminescence; DLD-1 KLF5 promoter-luciferase reporter; inhibition, % at 5 µM; 290,000 tested, 0.23% active;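 active = inhibition above a per-plate limit of that plate's mean compound inhibition plus 3 SD, cut at about 60% in these data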;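 note: 0% = DMSO wells and 100% = LY294002 at 200 µM; higher means less KLF5 promoter-driven luciferase light; inactives centre near -14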
# HIF activator: HIF pathway transcriptional activators, primary screen, cell-based, U2OS HRE-luciferase, luminescence; U2OS HRE-luciferase reporter; normalized: DMSO 0%, desferrioxamine 100%; activation, % at 7.5 µM (by protocol); 300,000 tested, 0.32% active; AID 1910, 2009;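 active = mean activation of at least 10% of the iron chelator positive control signal, with at least half of replicates also reaching 10%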
# Active calls of the source: *; i = inactive; nt = no result given. Rows were taken by chance; overall some 5.8% were active at least once.
smiles | MrgX1 antagonist | aSyn UTR inh | TRPC6 inh | TRPC6 act | TRPC4 potent | IEC-6 cytotox | SKKanGAS inh | TRPC4 block | TRPC4 agonist | KLF5 inh | HIF activator
Nc1nc(-c2c(Cl)cccc2Cl)no1 | i | -8.7 | i | i | i | -6.8 | -1.8 | i | i | -35.3 | 0.6
CN1CCCC(OC(=O)CCCC(=O)OC2CCCN(C)C2)C1 (stereo unspecified) | i | 3.2 | i | i | i | 2.7 | 0.1 | i | i | -40.7 | -0.4
CN(C)/C(=N\S(=O)(=O)c1ccccc1)c1ccc([N+](=O)[O-])cc1 | i | 17.3 | i | i | i | -4.6 | 0.9 | i | i | -29.2 | 0.2
O=C(CCc1ccccc1)Nc1ccc2c(c1)OCCO2 | i | -102.2 | i | i | i | 1.0 | -1.7 | i | i | -149.9 | 1.4
CCC(=O)N1CCc2cc(S(=O)(=O)NCCN3CCCCC3CC)ccc21 (stereo unspecified) | i | 0.5 | i | i | i | -2.8 | 6.6 | -9* | i | 8.4 | 0.0
COC(=O)c1ccc(-c2ncc(-c3cccc4ccccc34)o2)cc1 | i | -19.5 | i | i | i | 0.7 | 22.2 | i | i | -20.3 | 0.2
Cc1ccc(C23CC4CC(CC(C(=O)N5CCOCC5)(C4)C2)C3)cc1 | i | -20.0 | i | i | i | -1.9 | -4.9 | i | i | -16.5 | 1.0
COc1ccc(C2=NN(C(=O)CSc3cn(C)c4ccccc34)C(c3ccc(OC)cc3)C2)cc1 (stereo unspecified) | i | -6.1 | i | i | i | 3.3 | 20.7 | i | i | 1.5 | 0.0
CCCn1c(=O)c(C#N)cn(C2CC2)c1=O | i | -27.3 | i | i | i | -2.0 | 2.3 | i | i | -31.8 | -0.2
CCOc1ccc(C(=O)/C=C/Nc2ccc(S(=O)(=O)Nc3onc(C)c3C)cc2)cc1 | i | -6.4 | i | i | i | -4.3 | 37.1 | i | i | -17.1 | 0.3
Cc1ccc(NC(=S)N2CCCCC2CO)cc1C (stereo unspecified) | i | -34.2 | i | i | i | -2.7 | -8.4 | i | i | -2.9 | 2.3
O=C(c1ccc(Br)o1)N(Cc1ccccc1)c1ccccn1 | i | 2.3 | i | i | i | -2.3 | 8.7 | i | i | -0.8 | -0.7
CCC(=O)NCCNc1ccc([N+](=O)[O-])cn1 | i | -22.3 | i | i | i | 4.0 | 12.6 | i | i | -28.4 | -0.3
Cn1nnnc1SCC(=O)NC1CCCc2ccccc21 (stereo unspecified) | i | -20.5 | i | i | i | -0.5 | -5.3 | i | i | -23.6 | 0.0
O=C(c1ccc([N+](=O)[O-])s1)N1CCc2ccccc2C1 | i | 3.6 | i | i | i | -6.5 | -20.1 | nt | i | -23.7 | -1.2
N/C(=N\OC(=O)c1cccc(Cl)c1)c1ccccn1 | i | 20.9 | i | i | i | 5.8 | -12.4 | i | i | -80.3 | -1.3
Cc1cc(C)cc(OCCNC(=O)c2cc(S(=O)(=O)N3CCOCC3)ccc2F)c1 | i | -1.6 | i | i | i | 5.8 | -21.0 | i | i | 7.4 | -7.7
CCc1ccc(NC(=O)CSCc2nc(N)nc(Nc3ccccc3CC)n2)cc1 | i | 27.6 | i | i | i | -3.9 | -4.2 | i | i | -17.6 | -0.3
CCn1nnc2cc(C(=O)Nc3cc(S(C)(=O)=O)ccc3Cl)ccc21 | i | -9.3 | i | i | i | -0.3 | 49.2 | i | i | -25.4 | 0.1
Cc1cccc(N2CCN(C(=S)c3ccccc3)CC2)c1 | i | -2.1 | i | i | i | -2.5 | 0.6 | i | i | -3.7 | 0.1
COc1ccc(NC(=O)C(CC(=O)O)C(C)c2ccccc2)cc1 (stereo unspecified) | i | 6.2 | i | i | i | 0.8 | 1.3 | i | i | 2.1 | -0.5
COc1ccc(NC(=O)NCc2cccnc2)cc1 | -7.56* | 2.1 | i | i | i | -5.8 | -3.6 | i | i | -0.8 | -0.5
Cc1cccc(NC(=S)NCC(C)CSc2ccc(Cl)cc2)c1 (stereo unspecified) | -6.41* | 3.3 | i | i | i | 1.5 | 31.0 | i | i | 3.6 | 0.3
CCN1C(=O)/C(=C2/Sc3ccccc3N2CC)SC1=S | i | 21.3 | i | i | i | -0.2 | -0.7 | i | i | -39.3 | -6.7
CC(C)C(=O)Nc1cc(=O)[nH]c2ncnn12 | i | -19.7 | i | i | i | 1.0 | 2.5 | i | i | -2.8 | -0.6
CC(C)(O)CNC(=O)C(Cc1ccccc1)N1C(=O)c2ccccc2C1=O (stereo unspecified) | i | -1.4 | i | i | i | -5.1 | 6.2 | i | i | -28.4 | -1.8
Cc1ccc(N(CCC(=O)O)S(=O)(=O)c2ccccc2)cc1 | i | -3.8 | i | i | i | -1.9 | 2.7 | i | i | -34.1 | -1.0
Cc1ccc2nc(-c3cccc(N)c3)[nH]c2c1 | i | 40.2 | i | i | i | 15.5 | 14.7 | i | i | -68.0 | -1.4
CCCCN(C)C(=O)c1nc2ccccn2c1CNCCCn1ncc2ccccc21 | i | -12.4 | i | i | i | 9.6 | -3.2 | i | i | -11.6 | 0.3
Cc1cc(C)n(-c2ccc(F)cc2)c(=O)c1C(=O)O | i | 1.4 | i | i | i | -0.5 | -6.9 | i | i | -0.5 | -0.1
O=C(Nc1ccc(S(=O)(=O)N2CCOCC2)cc1)c1cccnc1 | i | -3.1 | i | i | i | 8.6 | 1.7 | i | i | -20.7 | -0.4
COc1cccc(CNC(=O)C2(C)Oc3ccccc3NC2=O)c1 (stereo unspecified) | i | 2.3 | i | i | i | 7.3 | 0.0 | i | i | -15.7 | 0.9
O=C(O)c1ccc(S(=O)(=O)Nc2ccc(O)c(Sc3nc4ccccc4s3)c2)cc1 | i | 9.3 | i | i | i | 3.2 | 0.8 | i | i | -10.3 | -0.1
O=C(OCc1nnc(-c2ccc(Cl)cc2)o1)c1ccc(=O)n(Cc2ccccc2)n1 | i | 3.3 | i | i | i | 0.7 | -1.9 | i | i | 5.9 | -0.4
CCCCc1nc(SCc2ccc([N+](=O)[O-])cc2)n[nH]1 | i | 15.3 | i | i | i | -0.2 | -1.0 | i | i | -16.6 | -0.5
CCC(C)(C(=O)NC1CCCC1)N(Cc1cccs1)C(=O)c1ccccn1 (stereo unspecified) | i | 19.1 | i | i | i | 2.0 | -1.6 | i | i | -22.5 | 0.1
Cc1ccc(/C=C2\Oc3c(ccc(O)c3CN3CCN(C)CC3)C2=O)cc1 | i | -2.1 | i | i | i | -7.8 | 3.4 | i | i | -35.8 | -0.1
O=C1NC2(CCCCCC2)C(=O)N1Cc1ccc(F)cc1Cl | i | 1.3 | i | i | i | -1.0 | -0.9 | i | i | -4.1 | -0.2
CC(=O)N1C(=O)C2(C(C#N)=C(N)Oc3cc(C)oc(=O)c32)c2ccccc21 (stereo unspecified) | i | 1.2 | i | i | i | 4.2 | 1.3 | i | i | 2.0 | -0.3
C[C@]12CCC[C@H](O1)c1c(cc3c(c1O)C(=O)c1c(O)cc(O)cc1C3=O)O2 | -7.58* | -48.6 | i | 12.6* | i | nt | 40.3 | i | i | nt | 0.6
CCC(=O)NCCc1nc2cc(NC(=O)Nc3ccccc3)ccc2n1C | i | -4.1 | i | i | i | -2.2 | -0.9 | i | i | -76.5 | 2.3
CCCCn1c(SCC(=O)Nc2cc(C)on2)nnc1-c1ccco1 | i | 3.4 | i | i | i | -1.3 | 0.1 | i | i | -25.8 | 0.2
Cc1ccc2nc(N(CCCN(C)C)C(=O)c3sc4ccccc4c3Cl)sc2c1 | i | 9.4 | i | i | 10* | -2.1 | -13.0 | i | i | -6.9 | -0.3
Cc1csc(Nc2nc(N)c(C(=O)Nc3cc(Cl)ccc3F)o2)n1 | i | -52.8 | i | i | i | 7.8 | 2.3 | i | i | -23.5 | -1.1
COc1cccc(/C=N/NC(=O)C(=O)N2CCCCCC2)c1O | i | 10.7 | i | i | i | 4.0 | 3.9 | i | i | 15.0 | 1.5
Cc1ccc(S(=O)(=O)N2CCN(C(=O)C3CCCCC3)CC2)cc1 | i | 25.4 | i | i | i | -8.6 | 0.8 | i | i | -9.6 | 0.9
Clc1cccc(CSc2nccn2-c2ccccc2)c1 | i | 22.7 | i | i | i | -11.2 | 19.6 | i | i | -38.1 | -0.1
Cn1c(SCC(=O)O)nnc1-c1cccc(NC(=O)c2cccc3ccccc23)c1 | i | 0.3 | i | i | i | 0.1 | 3.7 | i | i | 5.1 | -0.1
Cc1ccc(SCCN2CCC(NC(=O)OCc3ccccc3)CCC2=O)cc1 (stereo unspecified) | i | -20.6 | i | i | i | -3.7 | 1.9 | i | i | -12.2 | -0.4
CC(C)[C@H](NS(=O)(=O)c1ccc2c(c1)OCCO2)C(=O)OCC(=O)Nc1cccc(Cl)c1Cl | i | 17.2 | i | i | i | -4.5 | 12.2 | i | i | 9.0 | -0.1
Cc1ccc(-n2c(C)nc3c(cnn3-c3ccccc3Cl)c2=O)cc1C | i | 14.7 | i | i | i | 7.2 | 1.0 | i | i | -6.7 | 1.4
NCCCC[C@H]1CNC(=O)C(=O)N1CC1CCCCC1 | i | 18.7 | i | i | i | nt | -1.2 | i | i | nt | -0.4
Clc1ccc2c(c1)C1=C(C(c3ccncc3)O2)C(c2ccc(Br)cc2)n2ncnc2N1 (stereo unspecified) | i | 40.0 | i | i | i | -3.7 | 24.5 | i | i | 3.8 | -0.1
CC1CCCCN1C(=O)C(=O)c1cn(CC(=O)N2CCCCCC2)c2ccccc12 (stereo unspecified) | i | 7.5 | i | i | i | 0.1 | 4.1 | i | i | -24.9 | -0.1
CCOC(=O)c1cccc(-n2c(C)cc(C=O)c2C)c1 | i | 13.3 | i | i | i | -0.1 | 10.3 | i | i | -23.4 | 0.2
CCN1CCc2c(OCC(=O)N3CCC(C)CC3)cccc2C1=O | i | -2.3 | i | i | i | -5.4 | -0.6 | i | i | -10.2 | 0.5
CCC(NC(=O)NCc1ccccc1)(C(F)(F)F)C(F)(F)F | i | 2.3 | i | i | i | -4.0 | 3.1 | i | i | -6.1 | -3.0
